GLP-1R inv ag: GLP-1 receptor (human) inverse agonism; P43220; HEK293 GLP-1R CRE-luciferase, luminescence, 24 h; GLP-1R form is constitutively active; Potency, µM (titrated, usually from 38.3 µM), without a hit: at the top dose activity change, negative = inhibition, hits mostly inhibitors; actives 1.6% (n = 410,000); AID 624417; note: potency is the fitted concentration of half-maximal effect; % is set by controls: 0 for no effect and ±100 for the full control effect; nearly all actives have a fitted effect of over 55% in size
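GLP-1R inverse agonism mode: basal reporter luminescence in engineered HEK293 cells measured after one day of compound exposure at 37 deg C, with a 12 min room-temperature detection step.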
D3 antag: antagonists of human D3 dopamine receptor. actives 2.5% (n = 360,000). D3R cells, DiscoveRx beta-arrestin luminescence, antagonist mode; stronger effect = lower value. max response, negative = inhibition, %. P35462; in the data active = max response below about -50%; inconclusive = no clear call, values can overlap the other calls; note: % is set by controls: 0 for no effect and ±100 for the full control effect; mostly tested at two doses, the higher about 12 µM
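Cells expressing the human receptor were seeded at 1500 cells/well, incubated overnight at 37 degrees C in 5% CO2, then exposed to library compounds with dopamine controls for 90 minutes at 37 degrees C before luminescent detection.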
IL2 activator: activators of IL-2. activation, % (series mostly up to about 46 µM). actives 0.065% (n = 360,000). IL-2 activation reporter assay, cell-based qHTS; stimulated with anti-CD3/CD4/CD28 beads; in transgenic mouse T cells; in the data active = activation above about 50%; inconclusive = mostly about 30% to 49%; note: 0% is about no effect
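EGFP and DsRed fluorescence is measured by plate cytometry in unstimulated transgenic mouse T cells exposed to compound for 60 minutes, then stimulated 18 hours at 37 degrees C with anti-CD3/anti-CD4 beads plus anti-CD28.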
PLK1 PBD inh: PLK1 (human) polo-box domain binding inhibition | P53350 | Potency, µM, without a hit: max response, negative = inhibition, hits mostly inhibitors | actives 2.8% (n = 360,000) | Plk1 PBD binding of FITC phosphopeptide, fluorescence polarization | AID 720504; note: potency is the fitted concentration of half-maximal effect; series mostly up to about 57 µM; % is set by controls: 0 for no effect and ±100 for the full control effect; nearly all actives have a fitted effect of over 65% in size
Target sequence (P53350 whole entry, looked up, the tested form may be a part): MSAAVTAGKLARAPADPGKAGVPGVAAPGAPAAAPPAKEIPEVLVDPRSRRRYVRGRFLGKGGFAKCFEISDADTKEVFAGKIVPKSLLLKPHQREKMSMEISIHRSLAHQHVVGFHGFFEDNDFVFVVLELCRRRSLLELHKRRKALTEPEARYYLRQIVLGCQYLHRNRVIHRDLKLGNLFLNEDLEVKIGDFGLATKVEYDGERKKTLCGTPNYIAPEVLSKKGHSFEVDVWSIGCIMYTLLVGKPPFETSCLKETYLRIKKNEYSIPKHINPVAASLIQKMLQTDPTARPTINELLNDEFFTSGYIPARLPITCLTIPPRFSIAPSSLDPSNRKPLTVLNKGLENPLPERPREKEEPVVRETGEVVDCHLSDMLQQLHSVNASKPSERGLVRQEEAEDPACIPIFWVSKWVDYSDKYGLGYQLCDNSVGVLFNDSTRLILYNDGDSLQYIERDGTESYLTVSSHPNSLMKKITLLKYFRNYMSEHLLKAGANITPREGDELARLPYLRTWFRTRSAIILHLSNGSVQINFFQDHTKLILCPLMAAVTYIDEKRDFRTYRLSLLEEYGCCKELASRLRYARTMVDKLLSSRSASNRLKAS
PI5P4Ka inh: PI5P4K alpha (human) kinase inhibition; PI5P4Kalpha enzyme, ADP-Glo luminescence, 60 min; stronger effect = lower value; max response, %; actives 1.2% (n = 330,000); active = max response of -50% or lower; inconclusive = between -30% and -50%; inactive = -30% or higher; note: value at the top dose of about 77 µM; % is set by controls: 0 for no effect and ±100 for the full control effect
Target sequence (P48426 whole entry, looked up): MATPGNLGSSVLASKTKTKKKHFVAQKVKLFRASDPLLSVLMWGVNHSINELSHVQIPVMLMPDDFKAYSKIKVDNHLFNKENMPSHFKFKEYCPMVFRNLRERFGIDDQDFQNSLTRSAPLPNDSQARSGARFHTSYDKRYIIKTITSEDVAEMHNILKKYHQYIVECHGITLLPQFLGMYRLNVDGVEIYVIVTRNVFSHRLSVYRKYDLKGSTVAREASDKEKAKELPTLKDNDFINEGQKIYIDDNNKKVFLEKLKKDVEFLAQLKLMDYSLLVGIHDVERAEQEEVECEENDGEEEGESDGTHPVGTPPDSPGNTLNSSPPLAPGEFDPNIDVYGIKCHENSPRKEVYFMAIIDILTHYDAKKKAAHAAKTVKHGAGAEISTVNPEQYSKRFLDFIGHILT
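Compounds were pin-transferred onto PI5P4Kalpha and substrate in HEPES pH 7.4 buffer with EGTA, CHAPS and 5% DMSO. ATP (5 microM final) started the reaction, which ran 60 minutes at room temperature before ADP-Glo detection.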
GLP1R cytotox: cytotoxic in the GLP-1 receptor inverse agonist counter-screen. Potency, µM (series often up to 38.3 µM), for inactives: top-dose activity change, negative = inhibition, hits mostly inhibitors. AID 624418. HEK293 cAMP-luciferase reporter cells, luminescence, 24 h. actives 0.13% (n = 410,000);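 note: loss of luciferase light is scored as toxicity; potency is the fitted concentration of half-maximal effect; % is set by controls: 0 for no effect and ±100 for the full control effect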
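Quantitative HTS format, 1536 wells, 200 cells/uL seeded. Compounds: 23 nL, 24 h, 37 °C. Detection: luciferase reagent, luminescence at 12 min RT; decreased signal taken as cytotoxic.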
D3 ag: agonists of human D3 dopamine receptor. AID 652048. max activation, %. D3R DiscoveRx beta-arrestin cells, luminescence, 90 min. actives 0.58% (n = 410,000); in the data active = max activation above about 30%; note: 0% is about no effect; mostly tested at two doses, the higher about 12 µM
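Agonist mode: compounds and dopamine controls were applied to plated cells for 90 min at 37 degrees C after an overnight attachment at 1500 cells/well. Luminescent read-out followed 30 - 60 minutes at room temperature with DiscoveRx detection reagent.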
GLP-1R agonist: GLP-1 receptor (human) agonism; HEK293 GLP-1R CRE-luciferase, luminescence, 4-6 h; cells express a hypersensitive GLP-1R form; actives 0.007% (n = 380,000); Potency, µM (series often up to 45.6 µM), without a hit: at the highest dose activation, usual class: activators; P43220; AID 624172; note: potency is the fitted concentration of half-maximal effect; % of control where 0% means no effect
WRN inhibitor: blocks human WRN helicase; Q14191; WRN helicase unwinding, fluorescent forked duplex, kinetic; Potency, µM (top dose mostly 114 µM), inactives show at the top dose activity change, negative = inhibition, hits mostly inhibitors; actives 0.46% (n = 360,000); note: potency is the fitted concentration of half-maximal effect; % is set by controls: 0 for no effect and ±100 for the full control effect; nearly all actives have a fitted effect of over 55% in size
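WRN at 20 nM final preincubated with compound 15 min at room temperature; reaction started with 100 nM fluorophore/quencher forked duplex oligonucleotide and 2 mM ATP final. Unwinding followed kinetically by red fluorescence (ex 525, em 598 nm).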
* = called active by the depositor; u = inconclusive; x = no result given; [ ] = another dose, or the depositor's remark. Unless noted, calls come from the whole dose curve; as a rule, active = well fitted curve in the direction sought with a large enough effect; inconclusive = small, poorly fitted or top-dose-only effect, or another doubt; inactive = no such curve, though single readings can be large; an effect the other way counts as inactive or inconclusive.

SMILES	GLP-1R inv ag	D3 antag	IL2 activator	PLK1 PBD inh	PI5P4Ka inh	GLP1R cytotox	D3 ag	GLP-1R agonist	WRN inhibitor
Cc1ccc(C(=O)Nn2c(N)c(S(=O)(=O)c3ccc(C)cc3)c3nc4ccccc4nc32)cc1	u	-6	-2.3	-11%	-6	-9%	-8	-14%	-14%
Cc1c(Cl)cnc(NC(=O)COC(=O)c2ccc(S(=O)(=O)NCc3ccco3)cc2)c1Cl	5%	2	-2.1	u	-1	-3%	-1	-7%	8%
COc1cc(/C=C/C(=O)O)cc(OC)c1	11%	14	-0.8	-7%	-6	5%	-7	-2%	-3%
Clc1ccc(-c2nc3ccccn3c2CN2CCCCC2)cc1	10µM*	1	-0.7	-11%	0	u	0	9%	-7%[11.6 µM]
Cc1cccc(OCC(=O)NCC(=O)n2nc(C)cc2C)c1	-25%	12	0.1	-30%	-2	-7%	3	1%	-10%
COc1cc(CCC(=O)OCC(=O)N(CCC#N)c2ccccc2)cc(OC)c1OC	13%	-23	2.4	-6%	5	1%	-11	4%	4%
CCc1ccc(Nc2c([N+](=O)[O-])c(=O)oc3ccccc23)cc1	u	u	1.0	-15%	5	u	-12	7%	u
Cn1c(CN2CCN(CC#N)CC2)c(C#N)c2ccccc21	u	-13	0.3	-13%	5	18%	-1	3%	7%
Cc1ccccc1NC(=S)Nc1ccc2[nH]c(=O)[nH]c2c1	4%	-7	-0.5	u	-4	4%	0	2%	-2%
CN1C(=O)NC(c2ccccc2[N+](=O)[O-])C2=C1CC(C)(C)CC2=O (configuration not stated)	9%	-11	-0.5	-16%	-2	-11%	17	10%	2%
COc1ccccc1OCCSc1ncnc2nc[nH]c12	23%	23	1.4	-12%	-5	-12%	2	25%	3%
COC(=O)CNC(=O)c1ccc(NS(=O)(=O)c2cc([N+](=O)[O-])ccc2Cl)cc1	8%	-13	-2.8	-22%	-2	0%	-7	-5%	-5%[11.6 µM]
CC(=O)N/C(=C\c1ccccc1)C(=O)OCC(=O)N(CC(C)C)c1c(N)n(Cc2ccccc2)c(=O)[nH]c1=O	47%[activator]	-5	4.7	-8%	6	2%	4	1%	4%
O=C(Nc1ncccc1O)c1ccc(Cl)c(S(=O)(=O)N2CCCC2)c1	-3%	u	1.1	-7%	-13	-4%	-6	-2%	12%
COc1cccc(C(C)NC(=O)Nc2ccccc2Cl)c1 (configuration not stated)	13µM*	-11	-0.6	-14%	6	23%	-6	-1%	-2%

The final 4 entries of the part above open the next one.
SMILES	GLP-1R inv ag	D3 antag	IL2 activator	PLK1 PBD inh	PI5P4Ka inh	GLP1R cytotox	D3 ag	GLP-1R agonist	WRN inhibitor
COC(=O)CNC(=O)c1ccc(NS(=O)(=O)c2cc([N+](=O)[O-])ccc2Cl)cc1	8%	-13	-2.8	-22%	-2	0%	-7	-5%	-5%[11.6 µM]
CC(=O)N/C(=C\c1ccccc1)C(=O)OCC(=O)N(CC(C)C)c1c(N)n(Cc2ccccc2)c(=O)[nH]c1=O	47%[activator]	-5	4.7	-8%	6	2%	4	1%	4%
O=C(Nc1ncccc1O)c1ccc(Cl)c(S(=O)(=O)N2CCCC2)c1	-3%	u	1.1	-7%	-13	-4%	-6	-2%	12%
COc1cccc(C(C)NC(=O)Nc2ccccc2Cl)c1 (configuration not stated)	13µM*	-11	-0.6	-14%	6	23%	-6	-1%	-2%
CCc1c(C)nc(SCC(=O)N2CCN(c3ccccc3)CC2)[nH]c1=O	11%	0	-1.8	-21%	-1	-6%	0	0%	0%
CC1CCC(=O)N(CCOc2ccccc2)CC1 (configuration not stated)	5%	41	4.8	27µM*	-4	9%	4	9%	4%
COC(CN(C)S(=O)(=O)c1cc2c3c(c1)CCC(=O)N3CCC2)OC	3%	16	-0.1	-7%	6	-7%	-13	7%	7%
COC(=O)c1sccc1NC(=O)c1ccc(Br)s1	u	15	0.9	-1%	x	-23%	0	-5%	-8%
O=C(NCC(=O)N(Cc1ccc(F)cc1)C(C(=O)NCC1CCCO1)c1ccccc1)c1ccco1 (configuration not stated)	-7%	-20	-2.9	-2%	3	-1%	-4	6%	-13%
CN(C)c1ccc(NC(=O)c2sc(SCC(=O)Nc3nccs3)nc2N)cc1	-7%	-6	1.5	-11%	-26	u	4	-12%	-19%
CC1(C)C(=O)OC(/C=C\c2ccccc2)C(C)(C)C1=O (configuration not stated)	u	-3	-2.9	2%	0	3%	0	7%	-3%
O=c1[nH]c(SCc2cccc(Cl)c2)nc2ccccc12	2%	14	-0.1	1%	-2	7%	3	-1%	2%
CCOC(=O)c1c(NC(=O)CSc2nncs2)sc(C)c1-c1ccccc1	u	10	-0.8	1%	-15	3%	6	4%	-30%[57.1 µM]
Cc1nc2ccc(NC(=O)c3sccc3C)cc2s1	3%	u	2.0	-23%	-1	6%	-8	7%	13%
Cc1noc(C)c1S(=O)(=O)N1CCCC(C(=O)N2CCN(C3CCCCC3)CC2)C1 (configuration not stated)	5%	u	1.4	-13%	2	2%	-10	-2%	3%
COc1cccc(N=Nc2c(N)[nH]n3c(=O)cc(-c4ccccc4)nc23)c1	5%	-17	-0.3	-7%	u	-15%	0	-10%	-33%
COc1cc(C[C@@H](C)[C@@H](C)Cc2ccc(O)c(OC)c2)ccc1O	u	7	3.9	-3%	10	u	8	14%	-6%
CCN(CC)CCOC(=O)C1(c2ccc([N+](=O)[O-])cc2)CCCC1	-22%	u	0.3	-3%	4	-2%	-56	8%	0%
CCC(Cc1ccccc1)NC(=O)CCNS(=O)(=O)c1cc(Br)cnc1N (configuration not stated)	u	-9	-1.9	-15%	1	-15%	-3	18%	7%
COc1ccc(C(=O)NC2CC(C)(C)Cc3c2cnn3-c2ccccc2C)o1 (configuration not stated)	-14%	-2	-0.8	-9%	-8	12%	-2	-1%	5%
CCO[C@@H]1OC(C(=O)N2CCCCCCC2)=C[C@H](c2csc3ccccc23)[C@H]1CCCO	u	-29	0.3	4%	0	-2%	2	24%	0%
CCOc1ccccc1-n1c(N)c(C(N)=O)sc1=S	5%	17	-2.2	u	x	13%	10	1%	-2%
Cc1ccc(S(=O)(=O)N2c3cc(C)ccc3OCC2C(C)(C)C)cc1 (configuration not stated)	5µM*	u	-4.2	-3%	14	u	-9	-11%	-12%
C#CCN1C(=O)C(O)(CC(=O)c2ccc(OC)c(OC)c2)c2ccccc21 (configuration not stated)	7%	6	-1.5	-8%	x	-4%	11	0%	-3%
COc1cc(NC(=O)c2cccnc2)c(Cl)cc1NC(=O)c1ccccc1	20%	15	-0.5	5%	-8	2%	1	-7%	-5%
COc1ccc(OC[C@@H](O)CNC(=O)c2cccc3c2C(=O)c2ccc(-c4ccc(F)cc4OCc4ccccc4)cc2S3(=O)=O)cc1	4%	7	-0.3	-16%	1	13%	-3	3%	3%
Cc1ccnc(N2CCC(C(=O)NC3CCCCCC3)CC2)n1	0%	13	-2.8	-11%	x	-3%	1	4%	10%
CCOC(=O)C1CCN(CC(=O)Nc2ccc(OC)c(Cl)c2)CC1	-17%	-19	7.0	-12%	-5	-5%	-9	7%	-2%
CCc1nnc(NC(=O)CC23CC4CC(CC(Br)(C4)C2)C3)s1	-2%	-23	0.0	-8%	-8	24%	-8	4%	-4%
CCNC(=O)/C(=C\c1ccccc1)NC(=O)/C=C/c1ccccc1	-12%	10	-1.6	-8%	2	15%	-1	-1%	3%
Cc1cc(=O)c(C(=O)O)nn1-c1ccccc1	10%	-7	1.5	-3%	2	-8%	0	-4%	0%
Cc1ccc(Cc2cnc(NC(=O)CN3CCOCC3)s2)cc1Cl	3%	-8	-2.8	1%	x	1%	17	11%	-1%
O=C(COC(=O)c1cc(S(=O)(=O)N2CCc3ccccc3C2)ccc1Cl)NCc1ccco1	88%[activator]	-55*	2.2	u	u	86%[activator]	-4	0%	u
COc1ccccc1NC(=O)Nc1ccc(Br)cn1	15%	0	0.0	2%	2	7%	5	1%	-5%
CCOc1ccc(N(CC(=O)NCc2ccc(OC)cc2)S(C)(=O)=O)cc1	5%	4	-0.4	0%	-1	-13%	-10	6%	4%
COc1ccc(NS(=O)(=O)c2ccc3oc(SCC(N)=O)nc3c2)cc1	-3%	2	0.2	0%	-1	-14%	4	4%	-11%
Cc1nc2ccccc2nc1CN1CCC(CO)(CC2CCCCO2)CC1 (configuration not stated)	-6%	-6	-2.3	-2%	6	2%	-3	8%	0%
CCOc1ccc(CCN2C(=S)N([C@@H](CC(C)C)CN3CCC[C@@H]3CN3C(=S)NC[C@@H]3Cc3ccc(O)cc3)C[C@@H]2CC(C)C)cc1	u	22	-0.8	5%	0	-1%	5	0%	-9%
CC1CN(C(=O)c2ccc(COc3ccccc3Br)o2)CC(C)O1 (configuration not stated)	-22%	-20	-0.3	-5%	-4	-9%	1	25%	8%
Clc1ccc(CSc2nnc3c(n2)[nH]c2ccccc23)cc1	-6%	-6	-0.7	-15%	-4	1%	3	-2%	-1%
Cc1c(CC(=O)NCCCC(=O)O)c(=O)oc2cc3occ(-c4ccccc4)c3cc12	5%	-21	-0.5	-12%	-6	10%	-6	14%	-13%
Cc1cccc(C)c1OCc1nnc(SCC(=O)Nc2ccccc2F)o1	-7%	10	0.2	0%	1	-10%	3	-3%	-2%
C[C@]12c3[nH]c4ccc(Cl)cc4c3CCN1C(=O)[C@@H](CC(=O)NCc1cccc(C(F)(F)F)c1)C[C@@H]2C(=O)N1CCOCC1	u	-3	-1.0	-2%	9	-16%	2	-4%	-7%
Cc1n(-c2ccccc2)c2ccc(Cl)cc2[n+]1CCO	1%	9	-0.7	-7%	-4	7%	-1	1%	-8%
O=[N+]([O-])c1ccc(Cl)c(S(=O)(=O)Nc2ccc3cn[nH]c3c2)c1	-4%	3	1.1	-16%	0	-6%	-3	0%	4%
O=C(Nc1sc2c(c1C(=O)O)CCCC2)C(=O)N1CCOCC1	3%	3	-2.4	u	-16	6%	4	-5%	-4%
CCOCCCNC(=O)C1CCN(c2cc(C)nc3c(-c4ccc(OC)c(OC)c4)c(C)nn23)CC1	0%	-11	-0.6	-9%	1	-4%	-5	-2%	-11%

Screening data deposited in PubChem BioAssay by National Center for Advancing Translational Sciences (NCATS).

The order is random; any-hit rate near 7.8%.
